Compound activity: PubChem BioAssay, Fisher Drug Discovery Resource Center
mcGAS RapidFire = inhibitors of mouse cGAS. Q8C6L5. recombinant mouse cGAS, cGAMP by RapidFire MS. inhibition, % at 12.5 µM. 130,000 tested, 0.18% active;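 active means inhibition of cGAS enzyme activity at or above 60%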;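 further: enzyme stimulated by 45 bp dsDNA with ATP and GTP substrates; cGAMP share of summed cGAMP plus half ATP and half GTP signals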
Target sequence (Q8C6L5 whole entry, looked up): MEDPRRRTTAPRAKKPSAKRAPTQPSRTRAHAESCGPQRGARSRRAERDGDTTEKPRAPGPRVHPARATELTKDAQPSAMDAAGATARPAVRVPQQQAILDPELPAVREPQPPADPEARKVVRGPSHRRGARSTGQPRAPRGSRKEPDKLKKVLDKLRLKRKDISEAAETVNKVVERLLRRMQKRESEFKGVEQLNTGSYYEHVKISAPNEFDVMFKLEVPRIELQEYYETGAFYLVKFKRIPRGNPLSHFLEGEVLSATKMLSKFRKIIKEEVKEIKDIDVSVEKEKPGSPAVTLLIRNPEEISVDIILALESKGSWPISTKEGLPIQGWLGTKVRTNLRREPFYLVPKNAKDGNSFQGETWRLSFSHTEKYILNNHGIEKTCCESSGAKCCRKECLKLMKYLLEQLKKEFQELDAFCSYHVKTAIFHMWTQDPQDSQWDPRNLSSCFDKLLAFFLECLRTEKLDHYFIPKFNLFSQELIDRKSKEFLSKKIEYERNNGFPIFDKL
The depositor's hits bear a star; & = joins results of further samples. Some of the compounds tested; the hit share may differ from the screen's.

Preview, 2 compounds:
SMILES	mcGAS RapidFire
CCN(CCc1ccncc1)S(=O)(=O)c1cc(N2C(=O)CCS2(=O)=O)ccc1C	-5
N#Cc1cc2c(nc1SC1CCCCC1O)CCCC2 (centres undefined)	-6

All compounds of this part, previewed entries included:
SMILES	mcGAS RapidFire
CCN(CCc1ccncc1)S(=O)(=O)c1cc(N2C(=O)CCS2(=O)=O)ccc1C	-5
N#Cc1cc2c(nc1SC1CCCCC1O)CCCC2 (centres undefined)	-6
O=C(CC1C(=O)NCCN1Cc1cccc(F)c1F)NCCCc1ccccc1 (centres undefined)	3
NC(=S)NN=Cc1ccc(C2C=CCC2)s1 (centres undefined)	1
COc1cc(O)cc(OC)c1	16
Cc1cc2oc(=O)cc(C)c2c(=O)o1	-3
COC(=O)CN1CC2(CCN(CC(=O)Nc3ccc(C)cc3Br)CC2)OC1=O	2
Cc1cnc(C)c(N2CCN(Cc3cc(C#CCO)cs3)CC2)n1	-12
CC(C)N=c1ccccn1C(=O)Cc1csc(Cc2cccc(Cl)c2)n1	2
O=C(NCC(=O)N1CCCCC1)c1ccnc(Oc2ccccc2)c1	1
Cc1ccc2oc(C(=O)N3CCCCCC3c3ccncc3)cc2c1 (centres undefined)	58
CC1NCCN(c2ccccc2[N+](=O)[O-])C1=O (centres undefined)	-5
CCN(Cc1ccc(N(C)C)cc1)C(=O)Cc1c(C)[nH]c2ccccc12	3
CSc1nn(-c2ccc(C(=O)O)cc2)c(=S)s1	4
COCCc1noc(CSc2ccc(C)cc2)n1	-4
CC1(C)Cc2ccccc2C(C(C#N)c2ccccc2)=N1 (centres undefined)	-10
Nc1nnnn1/N=C\c1ccc(N2CCOCC2)cc1	-7
COc1cc2sc(=NC(=O)c3cc(C)on3)n(C)c2cc1OC	-4
CCNC(=O)c1cc(N2CCCN(C(=O)c3ccsc3)CC2)ccn1	-10
N#CCN(Cc1ccc(F)cc1)CC1CC1	-9
Cc1c(C(=O)N(C)CCC#N)c(C(F)(F)F)nn1C1CCCN(C(C)C)C1 (centres undefined)	-6
Cc1noc(C)c1CCNc1nccc(CCC(F)(F)F)n1	-5
Cc1nc(Cn2nc(C3CCNCC3)n(Cc3ccccc3)c2=O)cs1	-16
Cc1ccc(-n2c(C)nc3ccc(NC(=O)c4cccnc4)cc3c2=O)cc1	-9
Cc1cccn2c(=O)c3cc(C(=O)NCCN(C)C)n(C)c3nc12	-3
O=C1NC(c2cc(-c3ccccc3)cs2)Nc2ccccc21 (centres undefined)	-2
Cc1ccc(-n2nc3c(c2NC(=O)c2ccccc2C)CSC3)c(C)c1	-12
Cc1cnccc1N1CCCN(C(=O)Cc2nonc2C)CC1	-29
CCN1C(=O)C(=Cc2cc(C)n(CC(F)(F)F)c2C)SC1=S	-11
Cc1cc(C)n2nc(C)c(C(=O)N(C)c3cc(F)ccc3F)c2n1	-7
COC(=O)C1C(C(=O)OC)C2(OC(c3ccccc3)=CC2=O)C12OC(c1ccccc1)=CC2=O (centres undefined)	-4
Cn1c(SCCC23CC4CC(CC(C4)C2)C3)nnc1-c1cccnc1	-9
O=C(CSc1ncccn1)N1CCCC(CO)(CCc2ccccc2)C1 (centres undefined)	5
Cc1ncsc1CCC(=O)N(C)Cc1csc(C(C)C)n1	5
Cc1ccc(C(C2Sc3nc(C)nn3C2=O)N2CCC(C(N)=O)CC2)cc1 (centres undefined)	-7
Nc1nc2n(n1)C(c1ccc(F)cc1)CC(c1ccc(F)cc1)N2 (centres undefined)	9
CCc1nnc(NC(=O)CCCN2C(=O)NC(C)(C)C2=O)s1	-7&-3
N#CCSc1ncnc2sc3c(c12)CCCC3	-5
Cc1ccc(CC(SCc2ccccc2)C(=O)O)cc1C (centres undefined)	4
CN1Cc2ccccc2CC1C(=O)O (centres undefined)	7
CN(CC(=O)NCC(=O)N1CCCC1)Cc1cc(Br)cs1	0
CC(=O)c1ccc(S(=O)(=O)N(C)Cc2c(Cl)cccc2Cl)cc1	2
CCOc1ccc(N(Cc2nnc3n2CCCCC3)C(=O)Nc2ccccc2OC)cc1	-9
CSc1cccc([C@@H]2C[C@H]3CN(Cc4cccc(Cl)c4)C(=O)[C@]34CCCN24)c1	-1
O=C1N(c2ccccc2)C[C@@H]2C[C@@H](c3ccc4nonc4c3)N3CCC[C@@]123	-1
CNC(=O)c1cccnc1N1CCOCC(CN(C)C)C1 (centres undefined)	-9
O=S(=O)(Cc1ccon1)N1CCNCC1	2
C=CCOC(=O)C1C(C)=Nc2nc(SCCCC)[nH]c(=O)c2C1c1cccc(F)c1 (centres undefined)	-5
NC1(CNC(=O)c2ccc(Br)cc2)CCCC1	-8
CCOC(=O)c1nnc(NC(=O)c2cc(Cl)cc(Cl)c2)s1	28
CCC(C)C(=O)NS(=O)(=O)c1cc(Cl)c(N)c(Cl)c1 (centres undefined)	-1
CC(Sc1nnc(N)s1)C(=O)c1c(N)n(C)c(=O)n(C)c1=O (centres undefined)	-11
O=C1CCCN1CCCC(=O)N1CCCC(Nc2cccc(F)c2)C1 (centres undefined)	-8
Cc1cc(C)c2nc(SCC(=O)N(C)C3CCS(=O)(=O)C3)cc(C)c2c1 (centres undefined)	0
Cc1ccnc(SCCn2c(N3CCN(c4ccccc4F)CC3)nc3c2c(=O)[nH]c(=O)n3C)n1	8
CCN(C)S(=O)(=O)NCC1CCN(Cc2cccc(C)n2)C1 (centres undefined)	-8
O=C(Nc1ccc(-c2ccn[nH]2)cc1)C1CCCN(Cc2ccc3nonc3c2)C1 (centres undefined)	0
CN(CCc1ccccc1)CCc1ccccc1	0
CCn1ccc(-c2c(-c3ccccc3)ncn2Cc2cccnc2-n2cncn2)n1	-20
Cc1cc(C(C)C(=O)N(C)c2ccc(Br)cn2)c(C)o1 (centres undefined)	-7

(list continues)
SMILES	mcGAS RapidFire
CCCN(CCC)[P+](Nc1n[nH]c(=O)[nH]c1=O)(N(C)C)N(CCC)CCC	45
CN(C)[C@@H]1C(=O)C(C(N)=O)C(=O)[C@@]2(O)C(=O)C3=C(O)c4c(O)ccc(Cl)c4[C@@H](O)[C@H]3C[C@@H]12 (some centres undefined)	2&33
CC1CCN(C(=O)CSc2ccc(NC(=O)c3cccs3)nn2)CC1	-8
O=S1(=O)CC2N=C(NN=Cc3ccccc3)SC2C1 (centres undefined)	-18
O=C(NC[C@H]1CCc2ccccc2O1)c1cn(CCN2CCCCC2)nn1	-10
C=C(C)Cn1c(=O)c2c(nc3n(CCCOC)c(C)cn23)n(C)c1=O	-8
NC1=NC(c2cc(Cl)cc(Cl)c2O)n2c(nc3cc4c(cc32)OCCCO4)N1 (centres undefined)	0
Cn1nc(Br)c2c(NCCSCCCO)ncnc21	0
Cc1ccc2oc(CN3CCCC(Cn4ccnc4)C3)c(C)c2c1 (centres undefined)	-17
CC(C)NC(=O)CN(c1ccccc1)S(=O)(=O)c1ccccc1F	0
Cc1ccccc1-c1ncc(CNCCn2nnc3ccccc32)s1	-10
COc1ccc(C(=O)NCc2cccc(F)c2)cc1OC1CCN(C(C)=O)CC1	-11
O=C1NCCN(Cc2cccs2)C1CC(=O)N(Cc1ccccc1)CC1CCC1 (centres undefined)	-3
CN(C)C(=O)c1cccc(NC(=O)c2c(F)cccc2Cl)c1	-2
Cc1cnc(C(=O)N(CC2CCN(Cc3ccccc3C)CC2)CC2CCCO2)cn1 (centres undefined)	-7
CC(C)c1nc(C(=O)N2CCCC3(CCNCC3)CC2)cs1	-18
O=C(CN1CCN(C(=O)c2cccs2)CC1)Nc1cccc(Br)c1	-2
Cc1ccc(-c2nnc(SCc3cc(C)on3)o2)cc1	-10
CC(Sc1ccc(Cl)cc1)C(=O)NCC(c1cccs1)N(C)C (centres undefined)	1
COc1ccccc1-n1c(O)c(C=C2C=Nc3ccccc32)c(=O)n(-c2ccccc2OC)c1=O	-9
Fc1cccc(CSc2nnc(-c3ccco3)o2)c1	-5
CCOc1ccc(N=C2NN=C(c3ccc(Cl)s3)CS2)cc1	-7
Fc1ccccc1-c1n[nH]c(=S)o1	-2
COc1ccc(OCCNC(=O)C2(C)CCN2Cc2ccc3ccccc3c2)cc1 (centres undefined)	-6
N#Cc1ccc(NCCNC(=O)Cn2ccccc2=O)nc1	-5
CN(Cc1ccccc1NC(=O)c1cnsn1)C1CCCCC1	-6
O=C(NCc1ccc2[nH]c3c(c2c1)CCCC3)c1cc(C2CC2)on1	-12
O=C(Nc1cccc(F)c1)N1CCCCC1CCn1cccn1 (centres undefined)	-18
O=S(=O)(c1cccs1)n1nnc2ccccc21	-4&1
CC(C)c1nc(CN2C(=O)OC[C@@H]2Cc2ccccc2)no1	12
CCCCNC(=O)/C(C#N)=C1\N=C(NC(=O)c2cccs2)c2ccccc21	-4
COc1cc(C#N)ccc1OCC(=O)NC1CCCC1	-8
O=C(CCc1nc(-c2ccc(F)cc2)no1)NCc1ccc2c(c1)OCO2	-11
O=C(Nc1ccnn1C1CCN(Cc2ccc3c(c2)CCO3)CC1)c1ccc2c(c1)OCO2	-5
c1ccc(-c2csc3ncn4cnnc4c23)cc1	-8
COc1cccc(-c2nc(N3CCOCC3)nc3nn(-c4ccccc4)c(N)c23)c1	-5

Some of the entries so far, as labelled records:
CC(C)c1nc(CN2C(=O)OC[C@@H]2Cc2ccccc2)no1
  mcGAS RapidFire = 12
CCCCNC(=O)/C(C#N)=C1\N=C(NC(=O)c2cccs2)c2ccccc21
  mcGAS RapidFire = -4
COc1cc(C#N)ccc1OCC(=O)NC1CCCC1
  mcGAS RapidFire = -8

Continuation:
SMILES	mcGAS RapidFire
CCOc1ccc(-n2c(CNC(=O)c3ccco3)nnc2SCC(=O)Nc2nnc(C)s2)cc1	5
CC(C)(NCC(=O)NCC(F)(F)F)c1ccc(F)cc1	-8
CC(=O)c1c(C)[nH]c(C(=O)COC(=O)C=Cc2ccco2)c1C	0
COc1ccc(CNC(C)c2c(C)nn(C)c2C)c(OC)c1OC (centres undefined)	-35
Cc1c(C(=O)N(C)Cc2ccc(F)cc2)sc(=O)n1Cc1ccccc1	-5
CC(C)(C)c1nnc(NCCCO)[nH]c1=O	-8
Cc1nn(-c2cccc(Cl)c2)c2sc(C(=O)N3CCOCC3)cc12	-35&1
CS(=O)(=O)c1ccc(NCc2ccc3c(c2)CCC3)c(S(C)(=O)=O)c1	-2
CCOC(=O)c1c(N2C(=O)CC(Sc3ccccc3C(=O)O)C2=O)sc(C)c1C (centres undefined)	-7
CC(=O)NC(Cc1ccccc1F)C(=O)N1CCOC(COc2cccc(C(F)(F)F)c2)C1 (centres undefined)	-7
CN(C)c1ccc(CN(CC2CCCO2)S(=O)(=O)c2ccc3c(c2)CCC3)cc1 (centres undefined)	-12
O=C(CN1CCN(S(=O)(=O)c2ccc(F)cc2)CC1)N1CCOCC1	-2
O=C1CN(C(=O)c2ccc(CN3CCOCC3)cc2)c2ccccc2N1	-3
CS(=O)(=O)c1ccc(NC(=O)c2ccc(Cl)c(Cl)c2)cc1	-1
CN(C)Cc1c(O)ccc2c(=O)c(Oc3ccccc3)coc12	-10
O=C(c1ccccc1-n1cncn1)N1C[C@@H]2[C@H](C1)[C@H]1CC[C@@H]2O1	-8
Cc1ccc(Nc2nc(-c3ccc(O)cc3O)cs2)nc1	4
c1ccc(OC2CCN(Cc3ccc(-c4csnn4)cc3)CC2)nc1	-4
COc1ccc(Br)cc1CC(=O)OCc1ncnn1C	-4
CNC(=O)c1cc(=O)c(OCc2ccccc2)cn1C	-2
Cc1nn(-c2ccccc2)c(Oc2ccc(Cl)cc2)c1CN(CC(O)COCC(C)C)C(C)C (centres undefined)	-1
CC(CN(C)C(=O)OC(C)(C)C)C(=O)NCCc1c(F)cccc1F (centres undefined)	-17
O=S(=O)(NC1CCN2CCCCC12)c1ccc2c(c1)OCCO2 (centres undefined)	-3
CC1C(=O)N(c2cccc(Br)c2)CCN1C(=O)c1ccc(F)cc1 (centres undefined)	-10
O=C1CSC(c2ccc(F)cc2)N1c1ccc(F)cc1F (centres undefined)	-2
COCC1CCN(C(=O)c2ccc(OC3CCN(S(=O)(=O)N(C)C)CC3)cc2)CC1	-2
COCCN1CCN(C(=O)c2cc(COc3ccc(F)c(F)c3)on2)CC1	0
c1ccc(-n2ncc3c2CCNC3)nc1	-10
CC1(C(=O)NCc2ccc3c(c2)OCO3)CCN1Cc1csc2ccccc12 (centres undefined)	-12
CC(=O)NCCNc1cc(N(C)C)nc(C)n1	-2
CCC/C=C/c1cncc(C(=O)N2CCCCC2)n1	-7
Cc1cccc(OC(F)F)c1NCC(=O)Nc1ccc(C(=O)N(C)C)cc1	1
CC(c1cccs1)N(C)C(=O)Nc1ccc(Cl)c2cccnc12 (centres undefined)	2
CC(Oc1cccc(Cl)c1)C(=O)N1CCOC(COc2ccc3c(c2)CCCC3)C1 (centres undefined)	-7
O=S(=O)(NCc1ccco1)c1ccc(F)cc1	-4
CC(NCc1cnc(-c2ccccc2)[nH]1)c1ccc(Cl)s1 (centres undefined)	-4
Cc1ccc(-n2ccnc2SCC(=O)NCc2ccco2)cc1C	-8
CC(=O)N(C)CC(=O)NC1(c2cccc(Br)c2)CCC1	-9
Nc1ncn(CCc2ccccc2)n1	-16
CCC1CCCCN1CCNC(=O)CCc1nnc(C(C)C)o1 (centres undefined)	-8
